CSN inh – inhibitors of human CSN-mediated cullin deneddylation | AID 651999 | Purified CSN, SCF-Nedd8-OG deneddylation, fluorescence polarization | inhibition, % at 12.5 µM | 0.38% of 360,000 active;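 active = pattern-corrected inhibition above about 35%, with an unprinted fluorescence ratio check between 0.5 and 1.5, limit read from the data, passing the limit was not always enough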;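 also: 0% = enzyme with substrate and 100% = substrate without enzyme; some results filed as inactive read as strong as hits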
Target sequence (Q92905 whole entry, looked up, one chain of several): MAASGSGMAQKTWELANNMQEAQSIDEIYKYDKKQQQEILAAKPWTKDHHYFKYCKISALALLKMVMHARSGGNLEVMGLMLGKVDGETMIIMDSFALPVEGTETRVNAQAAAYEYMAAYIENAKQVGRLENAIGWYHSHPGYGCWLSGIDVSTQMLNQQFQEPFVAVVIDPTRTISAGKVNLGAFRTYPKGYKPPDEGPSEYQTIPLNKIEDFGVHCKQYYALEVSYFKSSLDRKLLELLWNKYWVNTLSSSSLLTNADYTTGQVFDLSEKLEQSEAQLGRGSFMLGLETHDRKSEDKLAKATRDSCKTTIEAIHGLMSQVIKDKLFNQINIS
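Assay system: Purified human Csn5 enzyme expressed in HEK293T cells | Amount: Enzyme 0.24 nM | Measured by: Fluorescence polarization readout | Medium: Tris/NaCl/DTT buffer, pH 7.5 | Compound dosing: One concentration, 12.5 µM, 0.25% DMSO | Times: 90 min incubation of compound, enzyme and substrate at room temperature | Control set: no-enzyme wells high, enzyme-with-substrate wells low | Read-out: % inhibition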
DNMT1 inh – DNMT1 (human) enzyme inhibition. inhibition (reported as % activation of signal), % at 10 µM. P26358. AID 588458. 0.83% of 360,000 active. DNMT1 molecular beacon, Hinp1I cleavage, fluorescence; in the data active = inhibition above about 50%
Neddyl block – cullin neddylation inhibition; P61081+Q13564; 0.58% of 360,000 active; TR-FRET cullin neddylation, biochemical; calls only at 25 µM; in the data active = inhibition above about 36%
Scp-1 inhibitor – inhibitors of human Scp-1 phosphatase | AID 493091 | Recombinant Scp1, phosphopeptide, malachite green phosphate absorbance | Q9GZU7 | inhibition, % at 20 µM | 0.88% of 340,000 active;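 active = inhibition above about 50% at 20 µM, limit read from the data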;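 also: plate controls were DMSO wells with enzyme for no effect and wells lacking enzyme for full effect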
Target sequence (Q9GZU7 76-261 limits assumed): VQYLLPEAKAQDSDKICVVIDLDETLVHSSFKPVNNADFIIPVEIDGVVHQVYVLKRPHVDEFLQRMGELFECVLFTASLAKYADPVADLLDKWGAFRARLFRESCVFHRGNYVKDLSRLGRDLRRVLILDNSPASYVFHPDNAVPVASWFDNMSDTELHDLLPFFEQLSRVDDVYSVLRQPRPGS
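Incubation: 45 min enzyme reaction at room temperature / System: truncated SCP-1 phosphatase (76-261aa) / Reagent: Phospho 17-mer peptide substrate / Buffer or medium: Acidic Tris acetate buffer with magnesium and detergent / Signal: absorbance at 630 nm / Doses: one concentration, 20 µM, with 1.0% DMSO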
LMPTP inh – LMPTP (human) inhibition | P24666 | recombinant LMPTP-A, OMFP fluorogenic substrate, fluorescence intensity | inhibition, % at 20 µM | 0.22% of 360,000 active | AID 651560;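 active = compounds that cut the enzyme signal by at least half of the control window in the single-dose screen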;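 also: plate controls were DMSO wells with enzyme plus substrate for no effect and substrate without enzyme for full effect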
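Test system: LMPTP-A, protein tyrosine phosphatase of low molecular weight; Input: 0.625 nM enzyme; Incubation: 50 min dark incubation at room temperature; Signal: endpoint fluorescence intensity from OMFP dephosphorylation; Read-out basis: % inhibition versus control wells.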
NadD inh – NadD (S. aureus) enzyme inhibition; purified NadD enzyme, colorimetric absorbance read-out; inhibition, % at 20 µM; 0.78% of 360,000 active; in the data active = inhibition above about 26%; also: some compounds past the cut are filed as inactive
Rin1 Abl inh – inhibitors of human Rin1-Abl protein interaction; P00519+Q13671; TR-FRET Rin1/Abl binding, biochemical; inhibition, % at 7.35 µM; 0.4% of 360,000 active; in the data active = inhibition above about 5%, passing the limit was not always enough
STEP inh – blocks human striatal-enriched tyrosine phosphatase; recombinant STEP, OMFP fluorogenic substrate, fluorescence; P54829; AID 588621; 0.25% of 360,000 active; inhibition, % at 20 µM;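 active = inhibition at 20 µM, scaled per plate between control wells, above about 37%, limit read from the data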;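 also: 0% = DMSO with enzyme and substrate and 100% = substrate only without enzyme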
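System: STEP phosphatase, cell-free reaction; Buffer or medium: Bis-Tris pH 6.0 buffer with DTT, detergent; Incubation: 20 min at room temperature, dark; Measured by: fluorescence, 480/540 nm.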
Rpn11 block – inhibitors of human proteasome Rpn11; O00487; AID 588493; calls only at 20 µM; 0.59% of 360,000 active; human 26S proteasome, Ub4-pepOG fluorescence polarization; 20S core pre-blocked with epoxomicin;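 active = inhibition at 20 µM, scaled to each plate's controls, above about 33%, limit read from the data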
Target sequence (O00487 whole entry, looked up): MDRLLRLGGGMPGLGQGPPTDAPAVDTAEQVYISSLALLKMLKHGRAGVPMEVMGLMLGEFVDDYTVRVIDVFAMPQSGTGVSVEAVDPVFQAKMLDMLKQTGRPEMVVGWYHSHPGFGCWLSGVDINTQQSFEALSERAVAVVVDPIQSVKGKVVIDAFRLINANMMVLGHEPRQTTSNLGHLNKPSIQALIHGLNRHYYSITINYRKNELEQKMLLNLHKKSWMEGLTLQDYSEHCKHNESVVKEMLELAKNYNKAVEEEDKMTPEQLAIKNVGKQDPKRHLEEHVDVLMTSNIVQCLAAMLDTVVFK
SUMO1 PPI mod – alters human SUMO1 binding to SIM partners; inhibition, % at 20 µM; SUMO1 binding to a labelled peptide, TR-FRET, 1 h; 0.33% of 360,000 active; P63165; in the data active = inhibition above about 37%
Target sequence (P63165 whole entry, looked up): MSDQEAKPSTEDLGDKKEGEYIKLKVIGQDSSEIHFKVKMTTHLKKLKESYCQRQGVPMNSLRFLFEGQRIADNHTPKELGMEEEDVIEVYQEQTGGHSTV
* hit, by the source's call; i = inactive; / = no result given; & = joins results of further samples.

SMILES	CSN inh	DNMT1 inh	Neddyl block	Scp-1 inhibitor	LMPTP inh	NadD inh	Rin1 Abl inh	STEP inh	Rpn11 block	SUMO1 PPI mod
Cn1cc(S(=O)(=O)CC(=O)Nc2ccc3c(c2)OCO3)c2ccccc21	-2.3	13.0	i	14.7	0.2	4.0	0.2	-1.5	i	37.3
O=C(CN1CCCc2ccccc21)NCc1ccc2c(c1)OCO2	-2.8	-2.7	i	-0.1	0.3	0.3	-2.8	8.4	i	-24.3
CCOC(=O)[C@]12CCC=C1N(Cc1ccco1)C(=O)[C@H](CC(=O)NCCc1ccccc1OC)C2	1.2	/	i	/	0.1	26.2	/	/	/	5.6
CC(O)(c1ccccc1)c1nc(/C=C/c2ccccc2)cs1 (stereo not given)	-2.5	5.1	i	/	3.5	-3.5	-0.8	-0.6	i	-8.5
Cc1ccc(O)c(N/C=C/C(=O)c2ccc(F)cc2)c1	3.8	-4.7	i	-2.8	2.8	0.3	-0.5	0.8	i	-1.7
CCOC(=O)c1c(S(=O)(=O)N(C)Cc2ccco2)c(C)n(C)c1C	-0.6	2.5	i	0.6	-0.4	-4.4	-1.6	-2.7	i	1.0
CCOC(=O)[C@]12CCCC=C1N(Cc1cccc3ccccc13)C(=O)[C@H](CC(=O)NCc1ccccc1)C2	1.5	/	i	/	5.4	-3.1	/	/	/	5.2
CCCCC(CC)C(=O)Nc1ncc([N+](=O)[O-])s1 (stereo not given)	4.0	-0.1	i	-9.7	-0.5	-7.9	-0.6	2.8	i	-26.2
CCOc1cccc2sc(N(CCCN(C)C)C(=O)c3ccc(S(=O)(=O)N(CC)Cc4ccccc4)cc3)nc12	3.3	5.1	i	9.1	3.1	3.8	0.8	1.7	i	-48.2
Fc1ccc(F)c(C2=NNC(=NCC3CCCO3)SC2)c1 (stereo not given)	-2.8	-7.1	i	-3.4	-2.2	-6.6	0.8	-1.4	i	-5.1
CNC(=O)N(O)C1N(/N=C/c2ccccc2OC)C(=S)SC1(C)C (stereo not given)	-0.3	0.1	i	-9.1	-0.6	3.9	0.0	3.1	i	1.4
O=C1N/C(=C\c2ccccc2)C(O)=C1C=NCc1ccccc1	7.8	4.2	i	-7.8	-0.1	-0.4	-2.3	-2.3	i	-3.4

Compound profiles, from the list above. Order of values: CSN inh, DNMT1 inh, Neddyl block, Scp-1 inhibitor, LMPTP inh, NadD inh, Rin1 Abl inh, STEP inh, Rpn11 block, SUMO1 PPI mod
Fc1ccc(F)c(C2=NNC(=NCC3CCCO3)SC2)c1 (stereo not given) as listed: -2.8, -7.1, i, -3.4, -2.2, -6.6, 0.8, -1.4, i, -5.1
CCOC(=O)c1c(S(=O)(=O)N(C)Cc2ccco2)c(C)n(C)c1C as listed: -0.6, 2.5, i, 0.6, -0.4, -4.4, -1.6, -2.7, i, 1.0
CCOC(=O)[C@]12CCC=C1N(Cc1ccco1)C(=O)[C@H](CC(=O)NCCc1ccccc1OC)C2 as listed: 1.2, /, i, /, 0.1, 26.2, /, /, /, 5.6

Next part
SMILES	CSN inh	DNMT1 inh	Neddyl block	Scp-1 inhibitor	LMPTP inh	NadD inh	Rin1 Abl inh	STEP inh	Rpn11 block	SUMO1 PPI mod
COC(=O)Oc1ccc(/C=N/NC(=O)CSCc2ccc(Cl)cc2)cc1OC	7.8	0.6	i	-3.9	0.8	-3.5	-0.6	-2.0	i	-2.2
CCCCOC(=O)C1=C(C)Nc2nnnn2C1c1ccccc1Cl (stereo not given)	-3.7	-6.2	i	-11.5	0.5	-9.0	4.8	2.6	i	-0.2
COc1ccc(OC)c(CN(CCCN2CCOCC2)C(=O)Nc2ccccc2)c1	0.1	1.1	i	-9.2	-3.0	7.2	1.2	3.8	i	-2.1
O=C(Cc1ccccc1)NN=C1CCCC1	-6.0	3.6	i	-2.2	-1.0	-4.1	1.1	0.4	i	1.0
Cc1ccsc1C(=O)N1CCCCCC1(C)C(=O)NCC(C)C (stereo not given)	-6.9	4.6	i	/	0.8	0.2	0.2	1.7	i	-1.1
c1cncc(-c2noc(-c3ccco3)n2)c1	0.9	-0.2	i	5.8	-0.4	14.4	1.2	-1.2	i	4.5
COc1cc(Cn2c3ccc(NC(=O)CC(C)C(F)(F)F)cc3c(=O)n2C)ccc1F (stereo not given)	6.3	-0.2	/	/	-0.6	0.5	1.2	-0.1	i	-0.1
Cc1ccc(S(=O)(=O)N2CCCCC2)cc1C(=O)Nc1ccc(N2CCOCC2)cc1	0.6	-0.7	i	8.7	0.8	0.2	2.1	-6.5	i	-3.8
CCn1c(C)c(/C=N/Nc2nc3ccccc3s2)c2ccccc21	-1.5	-23.4	i	4.7	3.6	16.8	-2.3	-3.0	i	-1.7
Cc1ccc(NC(=O)CN(C)CC(=O)Nc2ccc(F)c(F)c2F)c(Cl)c1	3.5	-1.6	i	-1.0	-0.4	-3.3	-1.8	-0.1	i	-2.0
O=C(c1ccc(S(=O)(=O)N2CCOCC2)cc1)N1CCN(c2ccccc2)CC1	6.4	4.4	i	-5.8	-2.6	-0.3	2.2	1.2	i	6.3
C=CCn1c(=O)c(C(=O)Nc2ccccc2O)c(O)c2ccccc21	6.7	36.9	/	-12.1	-1.6	9.8	1.1	-4.6	i	-2.7
CC[n+]1c(/C=C/C=C/N(C(C)=O)c2ccccc2)sc2ccccc21	-86.4	42.0	i	35.0	10.7	1.2	-13.6	-153.6	/	-68.7
O=C(COc1ccccc1[N+](=O)[O-])OCC(=O)N1CCC(Cc2ccccc2)CC1	-1.1	2.6	i	0.1	0.4	-8.3	-1.6	-1.4	i	-4.7
CC(C)Cc1nnc(NS(=O)(=O)c2ccccc2)s1	0.7	0.8	i	/	-2.3	-2.9	-0.4	0.2	i	-0.2
CC(C)C[C@@H]1COc2cccc(N(C)CCO)c2S(=O)(=O)N1	-4.0	/	i	/	-1.0	-5.0	/	/	/	-1.1
c1nc2sc3c(c2c2nnnn12)CCCC3	7.6	0.2	i	1.5	-1.5	-4.9	0.4	2.7	i	-5.0
Cc1ccc(C2C(=O)N(C3CCCC3)CC(=O)N2C2CCCCC2)cc1 (stereo not given)	3.6	-4.2	i	-4.4	-0.5	-7.3	2.4	-0.4	i	0.4
CCOC(=O)Cn1nc(-c2ccc(C)cc2)ccc1=O	-8.8	0.5	i	-2.2	-0.3	-7.4	-5.9	0.0	i	-13.4
CC(=O)Nc1ccc(S(=O)(=O)NC(CSc2ccc(C(=O)O)cc2[N+](=O)[O-])C(=O)O)cc1 (stereo not given)	-0.9	-1.5	i	-3.7	-3.6	-4.5	0.7	6.1	i	-18.6
CCCOCCOC(=O)c1[nH]c2c(c1C)C(=O)CC(c1cc(OC)ccc1OC)C2 (stereo not given)	-1.9	-1.0	i	-8.0	0.1	-2.5	0.7	1.3	i	-0.8
Cc1ccc(S(=O)(=O)N2CCN(C(C)C(=O)N3CCCc4ccccc43)CC2)cc1 (stereo not given)	4.4	-4.4	i	-3.3	-0.9	1.9	-1.9	-9.1	i	-0.3
CCCCN(C(=O)CSCC(=O)Nc1ccc(C)cc1)c1c(N)n(Cc2ccccc2)c(=O)[nH]c1=O	7.5	-8.6	i	5.0	2.2	-0.6	-0.5	0.6	i	2.4
COc1ccccc1CNC(=O)COn1nnc2ccc(S(=O)(=O)N3CCOCC3)cc21	1.5	1.3	i	-9.0	-0.3	-3.4	0.2	1.8	i	-2.2
Cc1ccc(C2/C=C\CC(NC(=O)OCC3c4ccccc4-c4ccccc43)CC(=O)N2Cc2ccccc2)cc1 (stereo not given)	-0.5	2.0	i	-1.3	4.4	12.9	-4.0	1.9	i	-2.7
O=C(OCc1nc2ccsc2c(=O)[nH]1)c1ccc(Cl)s1	0.8	3.6	i	1.0	9.6	12.6	-1.6	-1.2	i	14.9
Cc1cccc(N2CCN(C(=O)Cc3cn(C)c4ccccc34)CC2)c1C	1.7	-21.0	i	-3.4	3.0	-0.5	1.5	6.2	i	0.3
O=[N+]([O-])c1ccc(N2CCN(c3ccc(O)cc3)CC2)c(Cl)c1	-9.8	-5.0	i	-2.7	0.4	5.7	-3.2	-0.4	i	-25.1
Cn1c(-c2ccc(F)cc2)cnc1NCc1cccc(F)c1	-1.9	-3.9	i	-0.3	0.4	-0.5	2.2	-0.6	i	1.2
O=C(Nc1ccc2c(c1)OCO2)N1CCN(C(=O)C2CCCO2)CC1 (stereo not given)	-0.7	-10.5	i	-2.2	-1.4	-2.1	2.0	-0.1	i	-0.4
CCCc1cc(=O)n2nc(N3CCC(C(=O)N4CCN(c5ccc(OC)cc5)CC4)CC3)sc2n1	-0.1	4.0	i	-2.0	-1.4	-2.8	3.8	1.4	i	3.6
COc1ccc(C(=O)N/N=C(\C)c2ccc(NC(=O)Cc3ccccc3)cc2)c(OC)c1	3.3	5.0	/	-1.8	0.2	10.3	3.3	0.9	i	46.5*
COc1cc(C(=O)N2CCC(O)(c3ccccc3)CC2)cc(OC)c1OC	6.3	6.7	i	-12.1	-2.4	1.2	3.2	-1.1	i	2.2
O=C(c1ccco1)N1CCN(c2ccc(F)cc2)CC1	-1.7	1.7	i	-5.7	-0.8	-2.7	0.1	-3.0	i	2.2
COc1ccccc1-c1nnc2sc(-c3cnccn3)nn12	0.2	13.4	i	70.2*	3.2	-1.0	-1.9	1.5	i	-7.4
CN1CC(=O)N=C1N	-4.5&-0.8	0.3&1.6	i	19.0&-8.8	-1.1&0.3	-0.1&-3.4	-1.0&0.9	-3.1&-2.3	i	-0.1&1.3
COc1ccc(O)c(CN2CCC(n3nccc3NC(=O)C3CCCC3)CC2)c1	-0.6	-7.2	i	-1.8	0.6	5.9	0.8	-1.2	i	-3.5
Cc1ccc(/C=C/C(=O)c2c(C)cc(C)[nH]c2=O)cc1	1.8	5.3	i	-2.2	-0.7	6.7	-2.5	-2.8	i	0.1
Cc1ccc(C2=NC(=O)/C(=C/c3cc(O)c(O)c(Br)c3)S2)cc1	54.8	-5.9	i	30.1	17.5	20.2	8.5*	-2.7	i	28.0
Cc1ccc(S(=O)(=O)NCc2c(-c3ccccc3)c3cc(Cl)ccc3[nH]c2=O)cc1	-18.1	-2.1	i	-5.7	0.9	10.6	-1.4	-1.7	i	2.2
O=C(O)C(Cc1ccc(Cl)cc1)Sc1nc2ccccc2[nH]1 (stereo not given)	-0.1	-3.7	i	-3.4	0.3	-3.5	1.9	0.2	i	39.0
CC(C)CCN(C(=O)Nc1ccc(Cl)cc1)C1CCN(C(C)C)CC1	-8.4	-0.4	i	-0.4	-0.4	-14.6	5.6	-3.4	i	0.3
CCCCCNC(=O)c1ccc2c(c1)ncn2-c1ccc(OC)cc1	3.6	0.1	i	6.2	0.1	-0.8	2.6	-6.1	i	4.7
CCCCCN(C(=O)CCC(=O)OCCOc1ccccc1Cl)c1c(N)n(CCCC)c(=O)[nH]c1=O	0.1	-2.9	i	-4.7	0.4	0.8	2.7	0.3	i	3.1
CCCCC12CN3CC(C)(CN(C1)C3c1ccc([N+](=O)[O-])o1)C2=O (stereo not given)	-0.2	2.4	i	-7.8	-1.1	1.2	-0.5	2.3	i	-16.7
Cc1ccnc2nc(C(=O)OCC(=O)NC3CCC(C)CC3)nn12 (stereo not given)	-4.8	5.1	i	-6.1	-2.8	-0.8	1.9	-1.3	i	0.2
